FBW7 act: activators of human E3 ligase FBW7; Q969H0; AlphaScreen FBW7–phospho-cyclin E peptide binding, activator screen; normalized activity (activation), % at 26.1 µM; 650,000 tested, 0.13% active; in the data active means normalized activity above about 1.9%;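 further: purified mutant Fbw7 with reduced substrate affinity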
TEAD-YAP block: TEAD-YAP interaction inhibition; HEK-TIYL cells, TEAD-Gal4/YAP UAS-luciferase luminescence; inhibition, % at 9.12 µM; 640,000 tested, 1.4% active; AID 1259422; in the data active means inhibition above about 32%;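 further: 0% = median of test compound wells and 100% = reference inhibitor wells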
MITF primary: blocks human microphthalmia-associated transcription factor; O75030; AlphaScreen MITF homodimerization, bead proximity signal; inhibition, % at 2.6 µM; 650,000 tested, 0.91% active; AID 1259374; in the data active means inhibition above about 50%;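 further: 0% = vehicle wells with protein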
Target sequence (O75030 whole entry, looked up): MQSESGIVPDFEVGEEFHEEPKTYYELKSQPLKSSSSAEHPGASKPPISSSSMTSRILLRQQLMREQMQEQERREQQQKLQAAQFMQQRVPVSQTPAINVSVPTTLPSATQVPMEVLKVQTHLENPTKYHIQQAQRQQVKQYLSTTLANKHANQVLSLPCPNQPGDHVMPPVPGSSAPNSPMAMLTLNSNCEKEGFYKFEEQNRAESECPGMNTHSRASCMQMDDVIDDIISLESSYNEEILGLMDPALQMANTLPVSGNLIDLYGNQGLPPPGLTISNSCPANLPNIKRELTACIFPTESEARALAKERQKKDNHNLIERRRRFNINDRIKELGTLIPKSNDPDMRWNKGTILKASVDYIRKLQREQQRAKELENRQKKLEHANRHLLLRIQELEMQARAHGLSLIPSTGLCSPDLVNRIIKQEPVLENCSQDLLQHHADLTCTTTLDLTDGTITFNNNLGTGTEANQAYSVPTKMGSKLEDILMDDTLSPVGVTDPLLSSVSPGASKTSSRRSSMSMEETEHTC
GPR151 activ: activators of human GPR151. PathHunter beta-arrestin GPR151 cells, luminescence. activation, % at 11.2 µM. 650,000 tested, 1% active. AID 1508602; in the data active means activation above about 4.9%;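 further: 0% = median of compound wells and 100% = cells with positive control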
Target sequence (Q8TDV0 whole entry, looked up): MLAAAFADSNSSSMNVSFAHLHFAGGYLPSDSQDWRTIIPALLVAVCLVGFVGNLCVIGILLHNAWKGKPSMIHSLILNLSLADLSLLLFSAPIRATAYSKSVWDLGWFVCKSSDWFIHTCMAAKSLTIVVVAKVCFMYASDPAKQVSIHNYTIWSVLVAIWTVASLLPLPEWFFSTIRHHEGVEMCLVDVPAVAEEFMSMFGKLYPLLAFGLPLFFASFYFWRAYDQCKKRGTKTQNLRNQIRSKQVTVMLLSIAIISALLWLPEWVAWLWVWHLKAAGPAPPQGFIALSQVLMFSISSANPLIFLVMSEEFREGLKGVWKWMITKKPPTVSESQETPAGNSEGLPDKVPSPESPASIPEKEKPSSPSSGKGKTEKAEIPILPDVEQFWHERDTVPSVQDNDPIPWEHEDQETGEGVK
Starred values were filed as active, the others as inactive. Compounds as they come. Share with any hit: about 3.4%.

SMILES	FBW7 act	TEAD-YAP block	MITF primary	GPR151 activ
O=C(c1nn2c(c1Cl)NC(c1ccccc1)CC2C(F)(F)F)N1CCCCC1 (stereo not given)	0.0	23	11	0.3
CC(C)(C)c1csc(NC(=O)COc2ccc(F)cc2)n1	-0.1	-8	0	-0.5
O=C(CSc1nc2cc3c(cc2c(=O)n1CCC1=CCCCC1)OCO3)NCCc1ccccc1	-0.3	-7	-13	1.7
O=C(CC(c1ccccc1O)N1CCCCC1)N1CCCCC1 (stereo not given)	0.7	1	1	-1.4
COc1ccccc1N1CCN(c2ncc(C(=O)Nc3cc(C)on3)c3ccccc23)CC1	-0.2	7	-7	-0.9
Cc1cc(C)c(S(=O)(=O)N2CCNCC2)c(C)c1	-0.1	-6	0	-0.1
C/C(=N/NC(=O)CNC(=O)c1ccc(Cl)cc1Cl)c1ccccc1	0.1	-2	18	-2.2
CCc1cccc(CC)c1NC(=O)C(=O)NCCc1ccccc1	0.9	4	9	0.7
CC(C)(C)n1nnnc1CN(Cc1cccnc1)CC1CCCO1 (stereo not given)	0.0	1	20	-1.0
Cc1[nH]c(=O)[nH]c(=O)c1S(=O)(=O)Nc1ccc(F)c(Cl)c1	0.0	4	-2	0.5
O=C(c1cccs1)N1CCc2c(nc(N3CCCCC3)[nH]c2=O)C1	0.1	-4	-6	2.4
Cc1ccc(S(=O)(=O)NC(C)(C)CN2CCN(C)CC2)cc1	0.2	5	-3	0.7
CCOC(=O)Cc1cc(=O)n2[nH]c(C)c(-c3ccccc3)c2n1	0.0	0	5	1.1
O=C(Cn1c2ccccc2c2cn[nH]c(=O)c21)NCc1ccco1	0.2	1	9	-0.3
CC(C)(C)C1CCc2c(sc3[nH]c(=S)n(C4CCCCC4)c(=O)c23)C1 (stereo not given)	-0.1	18	-4	0.2
CC1CCCCC1N(C)C1CCN(CCNC(=O)/C=C/c2ccccc2)CC1 (stereo not given)	0.1	5	10	1.6
CCCSc1nnc2c(n1)OC(c1ccccc1)Nc1ccccc1-2 (stereo not given)	0.1	-68	2	-1.2
CC(=O)Nc1ccc(S(=O)(=O)N2CCCC2C(=O)O)cc1 (stereo not given)	0.0	-11	-19	1.0
O=[N+]([O-])c1ccc(N2CCN(c3ccccc3)CC2)c2ncccc12	-0.2	4	3	0.8
COc1cccc(C(=O)OCCCN(C)C)c1	0.2	2	9	-0.1
Cc1ccc2onc(CC(=O)Nc3cc(F)ccc3F)c2c1	-0.1	-64	-1	4.3
Cc1cc(=O)n2ncnc2n1COCCO	0.0	-5	4	4.4
O=C(Nc1cccc(Cl)c1)NC1(C(=O)Nc2ccc3c(c2)OCCO3)CCCCC1	0.1	1	14	3.3
O=[N+]([O-])c1cccc(N=Cc2cccc([N+](=O)[O-])c2O)c1	-0.1	-6	0	-0.6
CCOc1ccc(C(=O)n2nc(C)c(S(=O)(=O)N3CCCC3)c2C)cc1OCC	0.7	-1	5	0.9
COc1cccc(C(=S)N2CCCCC2)c1	0.0	2	-11	1.2
N=c1sc(Cc2cccc([N+](=O)[O-])c2)cn1CC(=O)c1ccc(Cl)cc1	0.2	-11	10	0.0
CCCOC(=O)C1=C(C)NC(=O)NC1c1cc(Cl)c(O)c(OC)c1 (stereo not given)	-0.1	-15	2	-1.3
CCN=C(Nc1ccccc1)SC1CC(=O)N(c2ccc(OCC)cc2)C1=O (stereo not given)	0.1	5	7	-0.1
O=C(/C=C/c1cccc([N+](=O)[O-])c1)Nc1ccc(Br)cc1F	0.0	6	-11	-0.8

Only TEAD-YAP block, for 4 of the compounds above:
SMILES,TEAD-YAP block
COc1ccccc1N1CCN(c2ncc(C(=O)Nc3cc(C)on3)c3ccccc23)CC1,7
Cc1cc(C)c(S(=O)(=O)N2CCNCC2)c(C)c1,-6
O=C(/C=C/c1cccc([N+](=O)[O-])c1)Nc1ccc(Br)cc1F,6
O=[N+]([O-])c1cccc(N=Cc2cccc([N+](=O)[O-])c2O)c1,-6

Additional compounds:
SMILES	FBW7 act	TEAD-YAP block	MITF primary	GPR151 activ
Cn1c(=O)c2c(nc(NCCNC(=O)C3CCCCC3)n2Cc2ccccc2)n(C)c1=O	0.2	-14	-3	-0.1
Cc1ccc(NC(=O)CN(C)C(=O)C2CCC(C(C)(C)C)CC2)cc1 (stereo not given)	-0.1	6	-8	-0.3
CCN=Cc1c(O)n(-c2ccccc2OC)c(=O)[nH]c1=O	0.0	-6	0	1.0
CSc1ccc(/C=N/NC(=O)CC2(C)OCCO2)cc1	-0.2	-59	-9	-0.9
Cc1ccc(C(=O)N/C(=C\c2ccco2)C(=O)NCCCN(C)C)cc1	0.2	9	2	0.2
COc1ccc(Cc2nn3c(SCC(=O)Nc4ccccc4F)nnc3[nH]c2=O)cc1	-0.1	0	-8	-0.3
CCOc1ccc(N(C(C)C(=O)N2CCN(C)CC2)S(C)(=O)=O)cc1 (stereo not given)	0.5	-7	17	-0.2
O=C1OC(c2cccc3ccccc23)=N/C1=C/c1cccc2ccccc12	0.7	3	9	-0.2
CCOCCCNc1ncc2c(n1)CC(c1ccc(OC)cc1)CC2=O (stereo not given)	0.1	-6	0	0.2
NC(=O)NC(=O)N/N=C/c1ccc(F)cc1	-0.1	-6	-5	-0.1
CC(C)(C)NC(=O)C(OC(=O)Cn1nnc(-c2ccc(F)cc2)n1)c1ccncc1 (stereo not given)	0.0	-6	3	3.2
Cc1ccc(Cl)cc1N(Cc1ccc(C(=O)Nc2ccc(C(C)C)cc2)cc1)S(=O)(=O)c1ccccc1	0.1	7	-15	-0.4
CCCCc1ccc(NC(=O)CN2C(=O)CSCC2=O)cc1	-0.1	8	-4	1.9
CCOC(=O)CSc1nc2ccccc2c(=O)n1CCC1=CCCCC1	0.1	-10	-2	1.5
O=c1sc2ccccc2n1CCOc1ccccc1	0.1	-66	0	-0.8
CC(=O)N1CCSc2cc(S(=O)(=O)NCCC3=CCCCC3)ccc21	0.0	26	-8	1.2
CC(NCc1ccc([N+](=O)[O-])cc1)C1COc2ccccc2O1 (stereo not given)	0.1	-6	62*	-0.2
CC1Cc2nc(SCC(=O)N3CCCc4ccccc43)n(Cc3ccccc3)c(=O)c2S1 (stereo not given)	-0.4	-3	5	0.1
CC(C)NC(=O)C(=O)Nc1ccccc1F	0.2	-31	0	-2.1
O=C(c1ccc2c(c1)OCCO2)N1CCc2nnc(Cc3ccccc3)n2CC1	-0.1	4	-6	-0.1
CCC(=O)NC(=S)NNC(=O)COc1ccc([N+](=O)[O-])cc1	-0.4	0	-1	0.2
Cc1cccc(C(=O)N2CCC3(CC2)CC3C(=O)NCCc2nc3ccccc3n2C)c1 (stereo not given)	0.0	-4	-15	0.1
CCN(CC)C(=O)CSc1nnc(-c2ccncc2)n1CCOC	-0.1	-9	-11	0.5
Cc1cc(C(=O)NNC(=O)CCNC(=O)c2ccc(Cl)cc2)c(C)o1	0.1	1	-4	0.8
Cc1cccc(-n2cnc3cc(C(=O)NCc4ccccc4Cl)ccc32)c1	-0.1	4	0	0.0
O=C(Cn1cnc2ccccc2c1=O)Nc1ccc2c(c1)OCCO2	0.2	-9	14	4.2
CCC(C)Sc1nc2ccccc2n1CC(=O)O (stereo not given)	0.0	-1	-4	-1.5
COCC(C)N1CCC(n2nccc2NC(=O)CCc2ccccc2)CC1 (stereo not given)	0.2	6	2	-0.2
CCOC(=O)C(CCCOc1ccc(C)cc1)C(=O)OCC	-0.1	-1	-2	-1.1
Cc1cc(C)nc(Oc2ccc(N)cc2)n1	1.9*	52*	16	0.1
CCN(CC)c1ncnc2sc(C(=O)N3CCC4(CC3)OCCO4)c(C)c12	0.0	5	-4	0.5
COc1ccc(-c2cnc3ccc(NCC4CC4)nn23)c(OC)c1	-0.3	-4	-17	-0.2
O=C1CC(c2nnc(Cc3ccccc3Cl)o2)CN1c1ccccc1 (stereo not given)	-0.1	6	-12	5.5*
c1cncc(CNc2ncc(-c3ccsc3)n3ccnc23)c1	0.0	-52	-2	-0.4
OC(C#CCN1CCOCC1)(c1ccccc1)c1cccc(F)c1 (stereo not given)	-0.2	10	4	0.7
CC(=O)c1ccc(OCCCC(=O)NC(C)c2ccc(S(N)(=O)=O)cc2)cc1 (stereo not given)	0.0	2	-4	0.8
Cc1nc(CN2C(=O)C(F)(F)Oc3ccc(C(F)(F)F)cc32)cs1	-0.1	5	-13	-1.2
CC1CCCCC1NC(=O)c1cc2c(s1)CS(=O)(=O)C2 (stereo not given)	1.4	-6	15	0.0
CC(=O)c1ccc(C(=O)N2CCC(CO)(Cc3cccc(C(F)(F)F)c3)CC2)cc1	0.7	19	8	3.2
C=CCN1C(=O)/C(=C\c2ccc(OCc3ccccc3)c(OCC)c2)SC1=Nc1ccccc1	0.1	12	6	1.6
Cc1ccc(C)c(N2CCN(C(=O)Cn3c(=O)[nH]c4ccccc4c3=O)CC2)c1	0.1	4	0	0.8
OCC1CCCN1c1nc(Nc2ccc3c(c2)OCO3)c2[nH]cnc2n1 (stereo not given)	0.2	5	-1	1.3
CC(=O)Nc1sc2c(c1C(=O)Nc1ccccc1C)CCCC2	0.1	-4	13	-0.5
Cc1cc([N+](=O)[O-])nn1Cc1ccccc1Cl	-0.2	-14	-1	-0.6
COC(=O)C(F)(F)Sc1c(C)[nH]c2ccccc12	-0.2	8	4	1.8
Cc1cc(C)c(C(=O)Oc2ccc3c4c(c(=O)oc3c2)CCC4)c(C)c1	-0.1	1	-13	0.2
O=CN1CCN(C(=O)c2cc([N+](=O)[O-])ccc2Cl)CC1	0.1	6	0	0.2
O=Cc1ccc(OCc2ccccc2[N+](=O)[O-])c(Cl)c1	0.0	-26	14	-1.3
O=C(O)/C=C/C(=O)NNc1nc2cc(S(=O)(=O)N3CCOCC3)ccc2o1	-0.2	7	0	1.3
CC(=O)Oc1cccc(/C=C(\C#N)C(=O)Nc2ccc([N+](=O)[O-])cc2C)c1	0.3	12	13	6.3*
CCC(=O)N1c2ccc(S(=O)(=O)N3CCCc4ccccc43)cc2CC1C (stereo not given)	-0.2	-1	-3	0.7
CS(=O)(=O)c1ccc(Cl)c(NC(=O)c2cccnc2)c1	0.6	1	-5	-0.6
C/C(CC(=O)Nc1ccc(Br)cc1)=N\NC(=O)c1cccc(Cl)c1	0.0	-39	8	-1.5
COc1ccc(/C=N/NC(=O)c2cccnc2)c(OC)c1	0.1	-5	24	-1.2
COC(=O)c1cccc(Nc2ncnc3sccc23)c1	0.4	-10	6	-0.9
CCOC(=O)c1c(NC(=O)c2ccc(S(=O)(=O)N(CC)CC)cc2)sc2c1CC(C)(C)NC2(C)C	0.4	13	-5	-1.4
C=CCC1(CC=C)CCCN1C(=O)CC1C(=O)NCCN1Cc1ccccc1C (stereo not given)	0.1	-1	5	3.2
CCN1CC2([N+](=O)[O-])CC=C(Oc3ccccc3)C([N+](=O)[O-])(C1)C2 (stereo not given)	0.1	3	-1	0.3
COC(=O)[C@H]1CN(C(=O)CN2CCCC2=O)C[C@@H]1c1ccccc1F	-0.2	-1	-10	-0.7
COc1ccc(/C=N\NC(=O)c2cnccn2)cc1	-0.1	-50	-1	-2.4

(list continues)
SMILES	FBW7 act	TEAD-YAP block	MITF primary	GPR151 activ
CCN(CC)C(=O)CSc1nnc(Cc2ccccc2)n1C	0.0	-10	-13	-0.3
NS(=O)(=O)c1ccc(CCNC(=O)CNS(=O)(=O)c2cccc(F)c2)cc1	0.2	3	17	-0.1
CC(CC(=O)Nc1nnc(C2CC2)s1)c1ccccc1 (stereo not given)	0.0	-4	5	-0.7
O=C(O/C(=C/c1nc2ccccc2n1CCOc1ccc(Br)cc1)c1ccc(F)cc1)c1ccc(F)cc1	-0.2	-6	1	-0.5
CC(C)C(NC(=O)c1ccco1)C(=O)OCC(=O)c1ccccc1 (stereo not given)	-0.1	-11	-1	2.7
Cc1ccccc1CN1C(=O)C(O)(CC(=O)c2ccc(N)cc2)c2ccccc21 (stereo not given)	-0.2	-6	-4	0.1
NC(=O)C1CCN(C(=O)CCCn2c(=S)[nH]c3ccc(Br)cc3c2=O)CC1	0.1	5	10	0.0
COc1ccc(/C=C/C(=O)Nc2ccc(-c3nnc4n3CCCCC4)cc2)c(OC)c1	-0.1	-12	1	0.2
CCOC(=O)CSc1ccc(C(=O)O)cc1[N+](=O)[O-]	0.2	-2	0	-1.5
Cc1ccc(OCCn2cc(C=C3C(=O)NC(=O)NC3=O)c3ccccc32)c(C)c1	-0.1	0	6	-0.8
CCCCSCCCNC(=O)CN1CCN(Cc2ccc(Cl)cc2)C1=O	-0.1	6	3	-0.3
O=[N+]([O-])c1ccc(Cl)c(S(=O)(=O)NCc2ccc3c(c2)OCO3)c1	0.5	5	-2	-0.1

Among those listed so far, these have a COOH group:
SMILES	FBW7 act	TEAD-YAP block	MITF primary	GPR151 activ
CC(=O)Nc1ccc(S(=O)(=O)N2CCCC2C(=O)O)cc1 (stereo not given)	0.0	-11	-19	1.0
CCC(C)Sc1nc2ccccc2n1CC(=O)O (stereo not given)	0.0	-1	-4	-1.5
O=C(O)/C=C/C(=O)NNc1nc2cc(S(=O)(=O)N3CCOCC3)ccc2o1	-0.2	7	0	1.3
CCOC(=O)CSc1ccc(C(=O)O)cc1[N+](=O)[O-]	0.2	-2	0	-1.5
